HIV peptide binding = cell-free HIV fusion peptide-binding blockers – biochemical, uHTS, fluorescence dequenching, primary screen (AID 1986) | cell-free peptide binding, fluorescence dequenching, 30 min; higher % means a stronger effect | inhibition, % at 20 µM; hits with a dose series show IC50 in µM | 290,000 compounds, 0.3% hits; in the data active = inhibition mostly above about 52%, no sharp cut-off; inactive = mostly below about 76%; note: some results filed as inactive read as strong as hits
KOR beta-arrestin-1 = kappa opioid receptor activators – cell-based, luminescence, uHTS, primary screen (AID 1777) | KOR beta-arrestin recruitment, luminescence; higher % means a stronger effect | activation, % at 10 µM, or EC50 in µM where a hit was titrated | 280,000 compounds, 0.02% hits; in the data active = activation above about 50%, passing the limit was not always enough; note: a part of the inactive calls stands beside numbers as strong as those of hits
GPR55 activation = GPR55 agonists via beta-arrestin recruitment, primary screen, imaging, U2OS cells, beta-arrestin-GFP redistribution (AID 1961); activation, % at 10 µM, or EC50 in µM where a hit was titrated; 290,000 compounds, 0.048% hits; U2OS GPR55 beta-arrestin-GFP redistribution imaging; higher % means a stronger effect;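 active = activation above 40% with more than 50 cells counted in the well; inconclusive = wells holding fewer than 50 cells, flagged as toxic or sparse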;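 note: U2OS osteosarcoma cells stably expressing GPR55 and beta-arrestin-GFP; plate controls were DMSO negative control for no effect and LPI positive control for full effect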
AID2073 = inhibitors of Mint1-CaV2.2 protein interaction, biochemical, HTRF (AID 2073) | HTRF protein-protein interaction, Mint1-CaV2.2; higher % means a stronger effect | inhibition, % at 20 µM, or IC50 in µM where a hit was titrated | 290,000 compounds, 0.19% hits; in the data active = inhibition mostly above about 51%, no sharp cut-off; inconclusive = no clear call, values can overlap the other calls; inactive = mostly below about 53%; note: some results filed as inactive read as strong as hits
GPR35 antagonists = GPR35 antagonists blocking zaprinast-driven arrestin recruitment, primary screen, imaging, U2OS, beta-arrestin-GFP, zaprinast agonist (AID 2058); U2OS GPR35 beta-arrestin-GFP translocation imaging, zaprinast antagonism; higher % means a stronger effect; one-dose inhibition, % at 10 µM; IC50 in µM for titrated hits; 290,000 compounds, 0.052% hits;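 active = inhibition of at least 50% with at least 30 cells and total cytoplasm GFP at most 10,000,000; inconclusive = under 30 cells or total GFP of 10,000,000 plus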
SIAH1 antagonists = blockers of Siah-1 interaction with plectin peptide – biochemical, fluorescence polarization, rhodamine-plectin, uHTS, primary screen (AID 1817). displacement, % at 20 µM, or IC50 in µM where a hit was titrated. Siah-1 / rhodamine-plectin peptide fluorescence polarization; higher % means a stronger effect. 290,000 compounds, 0.02% hits;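 active = displacement of at least 50% at 20 µM, with a fluorescence ratio check between 0.3 and a set limit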;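 note: plate controls were Siah plus tracer with DMSO for no effect and tracer alone without Siah for full effect; strong numbers were not always called active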
NOD1 NF-kB reporter = inhibition of NOD1-driven NF-kB reporter – cell-based, luminescence, uHTS, primary screen (AID 1578). inhibition, % at 4 µM, or EC50 in µM where a hit was titrated. NOD1-driven NF-kB luciferase reporter cells, luminescence; higher % means a stronger effect. 290,000 compounds, 1% hits; in the data active = inhibition mostly above about 36%, no sharp cut-off; inactive = mostly below about 34%;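 note: HEK-293T reporter cells stimulated with the NOD1 agonist gamma-tri-DAP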
GPR55 antagonists = inhibition of LPI-stimulated GPR55 beta-arrestin translocation – imaging, U2OS, beta-arrestin-GFP, LPI agonist, primary screen (AID 2013) | U2OS GPR55 beta-arrestin-GFP translocation imaging, LPI antagonism; higher % means a stronger effect | inhibition, % at 10 µM; hits with a dose series show IC50 in µM | 290,000 compounds, 0.13% hits;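 active = spots per cell inhibited over 60%, with over 100 cells counted and total cytoplasm intensity under 500,000; inconclusive = wells with under 100 cells, flagged as likely toxic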;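 note: U2OS cells stably carrying GPR55 and arrestin-GFP stimulated by 5 µM LPI near EC80; imaged beta-arrestin-GFP aggregate spots per cell after agonist stimulation; plate controls were LPI-stimulated DMSO wells for no effect and DMSO wells without LPI for full effect; some results filed as inactive read as strong as hits; confirmed hits need IC50 under 10 µM and bright autofluorescent wells are also inconclusive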
KOR beta-arrestin-2 = KOR antagonists, beta-arrestin recruitment, cell-based, luminescence, uHTS (AID 1778); KOR beta-arrestin recruitment, luminescence, antagonist mode; higher % means a stronger effect; one-dose inhibition, % at 10 µM; IC50 in µM for titrated hits; 290,000 compounds, 0.091% hits; in the data active = inhibition above about 50%; note: strong numbers were not always called active
Starred values were filed as active, the others as inactive; ? = inconclusive; · = no result given; [ ] = another dose, or the depositor's remark. The list is partial (hit frequency here may not be typical).

SMILES	HIV peptide binding	KOR beta-arrestin-1	GPR55 activation	AID2073	GPR35 antagonists	SIAH1 antagonists	NOD1 NF-kB reporter	GPR55 antagonists	KOR beta-arrestin-2
O=c1ccc(NS(=O)(=O)c2ccccc2Cl)cn1Cc1ccc(Cl)c(Cl)c1	6.8%	-1.1%	-0.2%	8%	20%	-3%	11%	2%	-3%
Cc1ccc(NC(=O)C2CCC(=O)N2C(=O)OCc2ccccc2)cc1 (configuration not stated)	0.2%	-3.2%	-0.2%	13%	-22%	6%	34%	5%	7%
CCCCC(=O)NC(c1ccccc1Cl)c1ccc2cccnc2c1O (configuration not stated)	-0.9%	1.0%	-0.3%	6%	3%	-6%	-11%	5%	-38%[20 µM]
Cc1nn(C2CCS(=O)(=O)C2)c(Cl)c1/C=C/C(=O)OCC(=O)c1c[nH]c2ccccc12 (configuration not stated)	-0.6%	-3.2%	1.3%	18%	7%	-3%	23%	-3%	-14%
COc1ccc(-n2c3c(cc(C(=O)NNc4ccccc4C)c2=O)C(=O)CC(C)(C)C3)cc1	-0.4%	-0.8%	0.1%	11%	-15%	2%	-22%	12%	-6%
COc1ccc(CCNC(=O)CSc2nnc(Cn3c(=O)sc4ccccc43)n2C)cc1OC	2.4%	-3.1%	-0.1%	-1%	-13%	-1%	-3%	-4%	4%
O=C(/C=C/c1cccnc1)c1ccccc1O	-0.8%	-2.5%	-0.1%	34%	19%	9%	1%	13%	35%
CC1SC(C)C(=O)N(CC(=O)Nc2ccc([N+](=O)[O-])cc2)C1=O (configuration not stated)	2.5%	-1.4%	-0.6%	-6%	-22%	0%	-13%	21%	12%
CCOC(=O)NC(=O)/C(C=Nc1ccc(Cl)cc1)=C(\C)O	-1.5%	0.0%	0.0%	14%	7%	-1%	-30%	5%	-6%
CCc1nc2ccccc2c(C(=O)Nc2ccc(F)cc2)c1C	2.2%	-1.8%	-0.2%	-1%	8%	-3%	-8%	-7%	15%
CN(C)C(=O)CSc1nc(-c2ccccc2)nc2c1CCCC2	-0.9%	-4.7%	0.0%	3%	-2%	7%	0%	-5%	2%
C=CCN(CC=C)S(=O)(=O)c1ccc(F)cc1	0.1%	3.8%	-0.2%	-4%	2%	4%	-19%	4%	42%
Cc1nc2ccc([N+](=O)[O-])cc2c(=O)n1Cc1ccc([N+](=O)[O-])cc1	-0.1%	-0.1%	0.3%	10%	-3%	1%	-31%	-3%	-13%[20 µM]
COc1ccccc1C(=O)N1CCN(S(=O)(=O)c2ccccc2)CC1	2.3%	0.8%	0.3%	23%	-2%	-4%	16%	-6%	-8%
COCC(=O)Nc1ccc(OCc2ccccc2)cc1	2.3%	0.0%	0.2%	-5%	5%	5%	-55%	8%	-27%
C=CCN1C(=O)/C(=C\c2ccco2)C(C(=O)OC)=C1C	12%	6.7%	-0.3%	-2%	-8%	1%	42%	-18%	-45%
O=C1Nc2cc(C(=O)NCCCN3CCOCC3)ccc2S/C1=C/c1cccc(Cl)c1	1.4%	-0.3%	0.0%	-4%	12%	-3%	20%	-13%	-31%
Cc1ccccc1CNC(=O)CCn1nc(C)c2c(C)n(-c3ccccc3)nc2c1=O	2.1%	-1.8%	-0.1%	8%	2%	17%	-8%	8%	6%
O=C(Oc1ccccc1C(=O)N1CCOCC1)c1cccc(Br)c1	-1.0%	-3.0%	0.8%	-2%	7%	0%	-9%	9%	5%
CN(C)c1ccc(C2C3C(=O)NC(=O)C3ON2c2ccc(Cl)cc2)cc1 (configuration not stated)	-2.2%	9.6%	-0.1%	-1%	-15%	-2%	-2%	-6%	6%
Cn1nnnc1SCC(=O)NCC(=O)c1ccccc1	1.1%	-6.3%	0.0%	1%	16%	-1%	-21%	7%	-12%
O=C(O)CSc1nc2ccccc2nc1Cc1ccccc1F	2.2%	-1.0%	-0.1%	35%	-3%	-2%	-9%	6%	8%
Cc1[nH]c2ccccc2c1C(c1ccncc1)N1CCC(C)CC1 (configuration not stated)	-0.9%	8.1%	-0.1%	-7%	-9%	-1%	-11%	6%	-17%
Cc1ccc(NCC(=O)N/N=C/c2cc(O)ccc2[N+](=O)[O-])cc1	24%	-5.3%	-0.1%	20%	4%	1%	-60%	-2%	-17%
Cc1ccnc(SCc2cc(=O)c(OC(=O)c3cccs3)co2)n1	1.1%	-1.7%	-0.2%	0%	-1%	-1%	-6%	11%	0%
CNC(=S)NNC(=O)CSCc1c(Cl)cccc1Cl	-2.1%	-1.3%	-0.4%	-32%	6%	-3%	-6%	-1%	11%
COc1ccc(C(=O)Nc2sc(C(=O)N(C)C)c(C)c2C#N)cc1[N+](=O)[O-]	11%	2.4%	-0.1%	-7%	-10%	0%	-6%	-2%	22%
CC(=O)Cc1nsc(NC(=O)c2ccc(-c3ccccc3Cl)o2)n1	7.8%	-6.9%	-0.1%	13%	1%	1%	-18%	0%	22%
Cc1ccc2[nH]cc(S(=O)(=O)c3ccc(C(C)C)cc3)c(=O)c2c1	-0.7%	0.3%	0.0%	9%	-2%	-2%	1%	-2%	-6%
CCc1ccc(OCC(=O)Nc2ccc3c(c2)COC3=O)cc1	1.0%	-0.7%	-0.4%	6%	16%	6%	-5%	-1%	19%
Cc1ccc(OCC(=O)NC2CCCC2)c(C)c1	2.5%	-4.3%	-0.4%	10%	4%	6%	-16%	0%	32%
Cc1cc(C)cc(-c2nnc(SCC(=O)N3CCN(C(=O)c4ccco4)CC3)o2)c1	0.8%	-2.9%	0.1%	-4%	-6%	0%	-7%	9%	-17%
Cc1nn(C)c(C(=O)NC2C3CC4CC(C3)CC2C4)c1Cl (configuration not stated)	0.2%	0.0%	-0.5%	6%	5%	9%	-10%	-1%	14%
COCCN=C1Sc2nc3ccc(C)cc3cc2CN1Cc1cccs1	3.8%	2.4%	-0.1%	-6%	-2%	4%	-30%	4%	-25%
O=C(Cc1ccccc1)N/N=C/c1ccc([N+](=O)[O-])s1	-1.7%	2.1%	-0.1%	-14%	-3%	-8%	46%	9%	2%
O=C(CN(CC1CCCO1)C(=O)CCC(=O)Nc1nccs1)NCC1CCCO1 (configuration not stated)	-0.4%	-7.3%	-0.3%	-5%	11%	3%	-10%	0%	-8%
COc1ccc(-n2c(=S)[nH]c3cc(C(=O)NCCCN4CCCC4=O)ccc3c2=O)cc1	-3.1%	-0.5%	-0.1%	-7%	1%	4%	7%	18%	-12%
O=C(NCC(=O)N1CCN(c2ccccc2)CC1)c1ccccc1	-1.5%	-4.1%	0.0%	16%	12%	1%	0%	8%	12%
COc1cc(CC(=O)Nc2nc(-c3ccc(F)c(F)c3)cs2)cc(OC)c1OC	-0.9%	-1.4%	0.9%	-6%	11%	1%	35%	-6%	-14%
Cc1cccc(NC(=O)Nc2ccc3c(c2)OCO3)n1	-0.1%	1.9%	0.0%	-8%	2%	14%	-57%	8%	-28%
Cc1ccc(CS(=O)(=O)CCC(=O)NCCN(C)Cc2ccccc2)cc1	-0.1%	-1.6%	0.0%	2%	8%	1%	-11%	2%	5%
COc1ccccc1NC(=O)CCSc1nc(C)cc(C)n1	-1.3%	·	-0.1%	?	1%	6%	-48%	3%	-27%[20 µM]
COc1ccc(C(=O)Nc2nnc(S(=O)(=O)N3CCCCCC3)s2)cc1OC	3.4%	-7.9%	-0.1%	12%	-3%	-4%	-12%	6%	27%[20 µM]
COc1ccccc1N=Cc1nc(-c2ccccc2)oc1OC(C)=O	-1.1%	2.5%	0.4%	2%	-14%	1%	-18%	12%	-9%
CCCCCC(=O)N/N=C(\C)c1ccc(NC(=O)c2ccco2)cc1	-3.7%	2.6%	-0.1%	0%	16%	4%	-33%	9%	-10%
CC(C)(C)c1ccc(OCCN2CCCC2)cc1	-0.2%	-4.1%	0.3%	0%	2%	-2%	1%	-23%	-6%
c1csc(-c2nc(CN3CCSCC3)cs2)c1	0.9%	1.8%	0.1%	-7%	-6%	-1%	-6%	-1%	-11%
CC(=O)N1c2ccc(S(=O)(=O)N3CCC(C(=O)Nc4ccccn4)CC3)cc2CC1C (configuration not stated)	0.5%	-2.6%	-0.2%	7%	10%	3%	-41%	-3%	-30%

Exported in CSV form: part of the list above
Structure,HIV peptide binding,KOR beta-arrestin-1,GPR55 activation,AID2073,GPR35 antagonists,SIAH1 antagonists,NOD1 NF-kB reporter,GPR55 antagonists,KOR beta-arrestin-2
CCCCCC(=O)N/N=C(\C)c1ccc(NC(=O)c2ccco2)cc1,-3.7%,2.6%,-0.1%,0%,16%,4%,-33%,9%,-10%
CC(C)(C)c1ccc(OCCN2CCCC2)cc1,-0.2%,-4.1%,0.3%,0%,2%,-2%,1%,-23%,-6%
c1csc(-c2nc(CN3CCSCC3)cs2)c1,0.9%,1.8%,0.1%,-7%,-6%,-1%,-6%,-1%,-11%

Entries of single compounds, quoted from the list. Screens in order: HIV peptide binding, KOR beta-arrestin-1, GPR55 activation, AID2073, GPR35 antagonists, SIAH1 antagonists, NOD1 NF-kB reporter, GPR55 antagonists, KOR beta-arrestin-2
Cc1ccc(CS(=O)(=O)CCC(=O)NCCN(C)Cc2ccccc2)cc1 reads -0.1%, -1.6%, 0.0%, 2%, 8%, 1%, -11%, 2%, 5%
CC(=O)N1c2ccc(S(=O)(=O)N3CCC(C(=O)Nc4ccccn4)CC3)cc2CC1C (configuration not stated) reads 0.5%, -2.6%, -0.2%, 7%, 10%, 3%, -41%, -3%, -30%
CC(C)(C)c1ccc(OCCN2CCCC2)cc1 reads -0.2%, -4.1%, 0.3%, 0%, 2%, -2%, 1%, -23%, -6%
COc1ccccc1N=Cc1nc(-c2ccccc2)oc1OC(C)=O reads -1.1%, 2.5%, 0.4%, 2%, -14%, 1%, -18%, 12%, -9%
COc1ccc(C(=O)Nc2nnc(S(=O)(=O)N3CCCCCC3)s2)cc1OC reads 3.4%, -7.9%, -0.1%, 12%, -3%, -4%, -12%, 6%, 27%[20 µM]

Compound activity: PubChem, Sanford-Burnham Center for Chemical Genomics
